# From PubChem
# EBI2 block: blocks human EBI2 receptor beta-arrestin signaling | inhibition, % at 5 µM | actives 0.81% (n = 360,000) | P32249 | EBI2 beta-arrestin recruitment, luminescence, 7a,25-OHC stimulated; in the data active = inhibition above about 38%;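 also: enzyme fragment complementation signal reports receptor beta-arrestin coupling in cells; 0% = agonist plus DMSO wells and 100% = wells without agonist; some results beyond the cut were filed as inactive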
# UPR XBP1 act: activators of adaptive arm of unfolded protein response (XBP1); CHO-XBP1 luciferase reporter, IRE1-XBP1 UPR activation, luminescence; percent of tunicamycin response, DMSO as zero; activation, % at 20 µM; actives 0.33% (n = 330,000); AID 463104;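 active = versus positive control, 20 µM dose yields 30% or more activation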;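 also: 100% = tunicamycin at 10 µg/mL and 0% = DMSO only wells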
#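 Assay system: CHO-XBP1 luciferase reporter cells; Schedule: 6 h treatment, 37 °C; Detection: glow luminescence from Steady-Glo reagent; Benchmarks: high control tunicamycin 10 µg/mL final, low control DMSO vehicle only.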
# APJ antag: blocks the human apelin receptor APJ; CHO-K1 APJ beta-arrestin complementation, luminescence; inhibition, % at 20 µM; actives 0.32% (n = 330,000); P35414; AID 2521;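 active = inhibition above about 40% at 20 µM, limit read from the data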;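 also: cells challenged with 10 nM apelin-13 agonist together with compound; plate controls were apelin-13 plus DMSO wells for no effect and DMSO wells lacking apelin-13 for full effect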
# APJ agonist: agonists of human APJ apelin receptor; activation, % at 20 µM; actives 0.11% (n = 330,000); CHO-K1 APJ PathHunter beta-arrestin, luminescence; 0% DMSO wells, 100% apelin; P35414;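 active = activation more than six SD over the plate average, tested at 20 µM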;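 also: 0% = DMSO alone and 100% = apelin-13 at 10 nM; some results filed as inactive read as strong as hits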
#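 Material: CHO-K1 APJ beta-arrestin complementation cell line; Input: cell density 1000 per well; Incubation: compound stimulation 90 min at 25 °C, detection 60 min; Signal: luminescence from split beta-galactosidase complementation, Galacton Star/Emerald II substrate; Controls: DMSO-only wells as negative, 10 nM Apelin-13 as positive control.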
# UPR CHOP act: apoptotic UPR (CHOP) activation | activation, % at 10 µM | actives 0.34% (n = 330,000) | CHO-CHOP luciferase reporter, luminescence; percent of tunicamycin response over DMSO baseline;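 active = at 10 µM dose, activation of 40% or more, normalized to positive control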;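 also: 100% = tunicamycin at 10 µg/mL and 0% = DMSO alone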
#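 measured by = luciferase luminescence | assay system = CHO-CHOP cells, stable luciferase reporter of PERK-eIF2a-CHOP signalling | amount = 500 reporter cells seeded per well | timing = 6 h compound exposure at 37 °C after overnight seeding | controls = positive tunicamycin 10 µg/mL, negative DMSO alone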
# Mdm2-MdmX inh: inhibitors of human Mdm2/MdmX interaction; SaOS-2 split-luciferase Mdm2/MdmX complementation, luminescence; inhibition, % at 8 µM; actives 3% (n = 330,000); AID 485346;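 active = inhibition of at least 50% at 8 µM in the primary screen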
# Target sequence (O15151 whole entry, looked up): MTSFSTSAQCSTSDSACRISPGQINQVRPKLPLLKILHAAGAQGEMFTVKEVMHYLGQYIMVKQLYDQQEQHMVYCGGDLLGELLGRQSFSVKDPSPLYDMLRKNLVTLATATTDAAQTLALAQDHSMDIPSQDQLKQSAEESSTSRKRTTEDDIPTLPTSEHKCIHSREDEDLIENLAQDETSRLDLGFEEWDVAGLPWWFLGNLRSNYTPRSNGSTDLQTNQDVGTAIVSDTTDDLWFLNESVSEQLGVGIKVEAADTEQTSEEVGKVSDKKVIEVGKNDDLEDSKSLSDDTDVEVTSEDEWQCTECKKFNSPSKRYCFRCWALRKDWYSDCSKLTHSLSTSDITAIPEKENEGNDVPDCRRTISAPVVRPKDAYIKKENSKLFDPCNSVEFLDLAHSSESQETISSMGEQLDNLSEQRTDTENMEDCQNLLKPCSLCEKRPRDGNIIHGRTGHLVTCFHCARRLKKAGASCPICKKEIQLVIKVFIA
# Target sequence (Q00987 whole entry, looked up): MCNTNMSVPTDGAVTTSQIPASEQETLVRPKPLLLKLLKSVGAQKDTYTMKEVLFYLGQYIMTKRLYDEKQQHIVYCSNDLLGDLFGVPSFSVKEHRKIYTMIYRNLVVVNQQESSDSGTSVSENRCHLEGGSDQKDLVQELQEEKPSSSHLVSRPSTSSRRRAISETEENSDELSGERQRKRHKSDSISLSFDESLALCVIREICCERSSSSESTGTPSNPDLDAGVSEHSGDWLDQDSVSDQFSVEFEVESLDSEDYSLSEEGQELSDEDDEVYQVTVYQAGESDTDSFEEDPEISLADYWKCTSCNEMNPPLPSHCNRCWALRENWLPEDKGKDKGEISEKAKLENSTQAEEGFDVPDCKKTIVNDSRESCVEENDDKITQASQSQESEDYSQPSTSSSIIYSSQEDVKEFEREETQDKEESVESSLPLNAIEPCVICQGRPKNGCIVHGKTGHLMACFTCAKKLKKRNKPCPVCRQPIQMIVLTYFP
# CXCR6 inh: blocks human CXCR6 beta-arrestin recruitment | AID 602244 | inhibition, % at 20 µM | actives 0.36% (n = 360,000) | O00574 | CHO-K1 PathHunter CXCR6 beta-arrestin, luminescence; in the data active = inhibition above about 34%, passing the limit was not always enough;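 also: antagonist mode with CXCL16 agonist at 10 nM final; 0% = 10 nM CXCL16 with DMSO and 100% = unstimulated wells without agonist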
# CCR6 antagonist: blocks CCL20-driven beta-arrestin recruitment at human CCR6; AID 493098; actives 0.49% (n = 340,000); inhibition, % at 20 µM; P51684; CHO-K1 CCR6 PathHunter beta-arrestin, luminescence, CCL20-stimulated;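 active = compounds whose inhibition of the agonist-driven luminescence signal at 20 µM reaches about 50%, limit read from the data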;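 also: cells stimulated with CCL20 at 14 nM final; plate controls were DMSO with CCL20 for no effect and DMSO without agonist for full effect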
# tim23-1 inh: growth inhibitors of tim23-1 mutant yeast | actives 1.3% (n = 330,000) | inhibition, % at 20 µM | S. cerevisiae tim23-1 growth, BacTiter-Glo luminescence, 24 h;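 active = growth inhibition of the mutant yeast at or above 50%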;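 also: temperature-sensitive mutant grown at 25 °C; plate controls were DMSO-treated mutant yeast for no effect and medium wells lacking yeast for full effect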
# Numbers without * were called inactive; / = no result given. Only part of the results is shown. The share of hits here may be higher or lower than overall.
SMILES,EBI2 block,UPR XBP1 act,APJ antag,APJ agonist,UPR CHOP act,Mdm2-MdmX inh,CXCR6 inh,CCR6 antagonist,tim23-1 inh
Cc1ccc(NS(=O)(=O)c2ccc(NS(=O)(=O)c3cccs3)cc2)cc1,-2,6,14,1,0.0,15,4,4,10
COC(=O)Cc1ccc(NC(=S)NCc2cccc(OC)c2)cc1,-3,-3,4,1,-0.6,-2,1,-3,2
CC(=O)Nc1ccc2c(c1)CCCC2,-18,8,6,0,0.8,14,-7,6,-1
Cc1ccc(-c2nc3ccccc3c(=O)n2NC(=O)COc2ccccc2)cc1,-6,1,0,-2,1.4,12,6,13,22
Cn1nnc2c(NCc3ccco3)nccc21,-14,0,-11,0,1.1,0,8,0,0
O=C(NNC(=O)c1cc(-c2ccncc2)nc2ccccc12)c1ccccc1O,-3,2,6,-3,0.4,38,-12,7,6
CCOCCCNS(=O)(=O)c1ccc2c(c1)CCN2C(=O)CC,3,-3,18,-4,0.8,5,2,6,-4
CCOc1ccccc1N1CCN(Cc2cc3c(cc2[N+](=O)[O-])OCO3)CC1,12,-4,15,-2,0.1,2,0,-2,23
COc1ccc(CN(C)C(c2ccccc2)c2nnnn2-c2ccccc2C)c(OC)c1C (stereo unspecified),15,-2,17,-5,0.1,8,23,15,21
Cc1cccc(COCC(Cc2ccccc2)N2CCN(C(=O)c3ccc(Cl)c(Cl)c3)CCC2=O)c1 (stereo unspecified),29,-3,2,-3,-2.3,33,16,13,25
COc1cccc(-c2cnc(NCc3cc(Cl)ccc3O)n2C)c1,1,3,13,-3,-1.5,1,2,12,-15
CC(OC(=O)CNC(=O)c1ccco1)C(=O)N(C)c1ccccc1 (stereo unspecified),-4,1,11,-2,1.2,-5,4,4,5
CCCCCC(=O)N/N=C/c1ccccc1[N+](=O)[O-],-6,2,7,1,0.8,13,1,8,3
Cc1cccc(Cn2nnc3ccccc32)c1O,-17,0,16,-7,-1.5,-29,-1,4,3
CCn1nc(C)c(Br)c1C(=O)Sc1ccccc1Cl,-32,-4,11,-3,23,12,18,20,27
O=C(NCc1cccnc1)c1ccc(Cl)c(S(=O)(=O)Nc2ccccc2C(=O)NCc2cccnc2)c1,-7,0,-7,-4,-0.3,8,6,2,-3
O=C(/C=C/c1ccccc1)NCCS(=O)(=O)N1CCN(c2ccc(F)cc2)CC1,33,-2,-5,-4,-1.4,4,-2,1,-2
CCOC(=O)c1sc(NC(=O)CSC(=S)N2CCOCC2)nc1C,6,1,8,-2,0.9,16,-4,4,23
Cc1cccc(C(=O)Oc2ccc(/C=N/NC(=O)c3ccncc3)cc2)c1,-2,3,7,2,3.0,-35,1,1,-9
COC(=O)c1ccccc1S(=O)(=O)N(CCCO)Cc1cc2c(C)ccc(C)c2[nH]c1=O,-7,-1,17,-3,0.0,9,1,-6,11
CCn1c(O)c(C#N)c(C)cc1=O,-11,3,-13,3,-1.9,15,-2,-5,6
O=C1[C@H]2[C@@H](C3CC3)N3C(=O)CN(Cc4ccccn4)C(=O)[C@@]3(Cc3ccccc3)[C@H]2C(=O)N1c1ccccc1,0,0,-3,-7,-0.4,6,-8,6,3
O=S1(=O)c2ccc(Br)cc2OC(COCc2ccccc2)CN1Cc1ccccc1 (stereo unspecified),18,2,/,/,7.5,7,10,14,27
Cc1ccccc1C(=O)NCC(=O)OC(C)C(=O)Nc1ccnn1C(C)C (stereo unspecified),-12,-2,13,-6,1.4,16,-2,-1,-2
NS(=O)(=O)c1ccc(NC(=S)NCc2ccc3c(c2)OCO3)cc1,-4,4,-3,-2,-2.2,21,0,19,8

# In a second layout: entries from further up.
Compound | EBI2 block | UPR XBP1 act | APJ antag | APJ agonist | UPR CHOP act | Mdm2-MdmX inh | CXCR6 inh | CCR6 antagonist | tim23-1 inh
Cc1ccc(NS(=O)(=O)c2ccc(NS(=O)(=O)c3cccs3)cc2)cc1 | -2 | 6 | 14 | 1 | 0.0 | 15 | 4 | 4 | 10
COC(=O)Cc1ccc(NC(=S)NCc2cccc(OC)c2)cc1 | -3 | -3 | 4 | 1 | -0.6 | -2 | 1 | -3 | 2
CC(=O)Nc1ccc2c(c1)CCCC2 | -18 | 8 | 6 | 0 | 0.8 | 14 | -7 | 6 | -1
Cc1ccc(-c2nc3ccccc3c(=O)n2NC(=O)COc2ccccc2)cc1 | -6 | 1 | 0 | -2 | 1.4 | 12 | 6 | 13 | 22
Cn1nnc2c(NCc3ccco3)nccc21 | -14 | 0 | -11 | 0 | 1.1 | 0 | 8 | 0 | 0

# Later entries
SMILES,EBI2 block,UPR XBP1 act,APJ antag,APJ agonist,UPR CHOP act,Mdm2-MdmX inh,CXCR6 inh,CCR6 antagonist,tim23-1 inh
c1ccc(Cn2c3ccccc3c3nnc(SCCN4CCCCC4)nc32)cc1,19,-1,2,-2,3.4,5,8,-4,-1
COc1ccc2[nH]c(C)c(CN3CCCCC3)c(=O)c2c1,-4,1,28,-7,0.8,13,-10,-9,9
CCn1cc(/C=C(\NC(=O)c2ccc(OC)c(OC)c2)C(=O)N2CCN(C)CC2)c2ccccc21,-2,0,21,0,1.6,5,4,-1,-1
NS(=O)(=O)c1cc2c(cc1Cl)NC(C1C[C@H]3C=C[C@@H]1C3)NS2(=O)=O (stereo partly specified),7,-7,0,-1,1.0,10,-5,1,6
COc1ccc(NC(=O)CN(C)C(=O)c2cccc(S(=O)(=O)N3CC4(C)CC3CC(C)(C)C4)c2)cc1 (stereo unspecified),7,-3,11,7,3.1,25,-7,17,21
Cc1c(Br)c(C(F)(F)F)nn1CC(=O)N(C)C1CCCCC1,-4,-2,25,-5,2.1,-23,5,13,25
CCOc1cc(/C=N/NC(=O)c2nnn(-c3nonc3N)c2C)ccc1OCc1cccc(F)c1,42*,1,6,6,3.2,29,-7,-5,-1
O=C(OCC(=O)c1ccccc1Cl)c1cnccn1,-9,0,0,-3,0.6,0,1,4,-2
COc1ccc(C#Cc2c(-c3ccc(OC)cc3)oc3ccc(-c4ccc5c(c4)OCO5)cc23)cc1,-3,0,9,4,1.7,-2,3,-4,2
COC(=O)CSc1nnc2c3c4c(sc3nc(-n3nc(C)cc3C)n12)COC(C)(C)C4,-12,0,-18,-4,-1.2,-2,-2,31,13
C=CCNC(=S)N1CCN(Cc2ccc3c(c2)OCO3)CC1,-5,-2,-7,-4,1.6,21,4,-7,9
CC(=O)N1CCN(C(=O)c2ccc(-c3ccccc3Cl)o2)CC1,8,5,11,2,5.8,-1,2,7,18
O=S(=O)(c1cccc2nsnc12)N1CCN(C/C=C\c2ccccc2)CC1,7,-4,10,2,1.6,-8,3,6,15
C=CCn1c(SCC(=O)Nc2ccc(F)cc2F)nnc1-c1cnccn1,4,2,-3,-4,1.5,-6,-3,-3,15
COc1ccc(-c2n[nH]c3c2CN(C(=O)c2ccc(F)cc2)CC3)cc1,32,-10,-5,2,0.2,-3,-1,5,16
COc1ccc([N+](=O)[O-])c(S(=O)(=O)c2ccc(Cl)cc2)n1,-22,-9,16,-3,-5.4,97*,68*,75*,53*
Cc1ccc(C(=O)C(=O)c2ccc(C)c(N)c2)cc1N,-2,1,20,-1,1.8,-30,10,10,14
CCOc1ccc2c(c1)C(=O)c1cc(OCC(=O)O)ccc1-2,3,-2,15,-3,0.6,7,14,12,8
COc1ccc(NC(=O)C2=CN3CCS(=O)(=O)N=C3C=C2)c(OC)c1,2,-2,23,-1,2.3,-9,-5,-4,4
O=C(CCc1nnc(CCC2CCCCC2)o1)NCCc1ccccn1,-13,-4,9,-4,-1.0,-18,5,0,28
CCOC(=O)CSC1=C(C#N)C(=O)NC2(CCCCC2)S1,-6,-4,22,0,0.6,18,13,8,11
CCOC(=O)c1sc(C(=O)OCC)c(OCCO)c1OCCO,-6,1,-3,-2,-1.6,5,21,-7,2
O=C(/C=C/c1ccccc1Cl)OCC(=O)c1ccc[nH]1,-15,4,-5,-1,2.6,11,0,16,53*
COc1ccc(/C=C/C(=O)N(C)C2CCCCC2)cc1Br,37,5,16,-1,4.3,-19,0,8,29
Cc1ccc(N2C(=O)N(CC(=O)NC(c3ccccc3)c3ccccc3)C(=O)C2C)cc1 (stereo unspecified),9,3,3,-4,1.6,24,11,23,-6
# Additional structures.
SMILES,EBI2 block,UPR XBP1 act,APJ antag,APJ agonist,UPR CHOP act,Mdm2-MdmX inh,CXCR6 inh,CCR6 antagonist,tim23-1 inh
COCCn1c(SCC(=O)Nc2ccc(NC(C)=O)cc2)nc2c([nH]c3ccccc32)c1=O,-8,1,-7,-3,-0.3,9,2,3,10
Cc1c(Nc2cc(Cl)c3nonc3c2[N+](=O)[O-])c(=O)n(-c2ccccc2)n1C,61*,-9,83*,-7,-9.7,99*,88*,91*,4
Cc1cc(Oc2ccccc2)nc(N2CCOCC2)n1,1,1,12,0,1.5,-3,3,12,34
COc1ccccc1OCCNC(=O)c1cccc(S(=O)(=O)NCc2ccccc2)c1,8,-4,10,0,-1.8,7,-13,17,3
Cc1ccc(S(=O)(=O)Nc2nc(N)n(-c3ccccc3)n2)cc1,-4,1,-1,-1,1.4,16,3,2,-5
CNC(=S)N1CCn2cccc2C1c1cc(OC)c(OC)c(OC)c1 (stereo unspecified),8,-2,-13,-4,-0.5,-16,-1,-2,6
C/C(=N\NC(=O)c1cc(-c2ccc(Br)s2)[nH]n1)c1ccncc1,13,-2,10,0,2.6,37,-14,-12,12
CN(C)C(/C=C/Nc1ccc(F)cc1)=C(C#N)C#N,-11,2,5,-3,2.6,-3,-2,-4,-2

# Reprinted at random: three compounds from above, in no set order.
SMILES,EBI2 block,UPR XBP1 act,APJ antag,APJ agonist,UPR CHOP act,Mdm2-MdmX inh,CXCR6 inh,CCR6 antagonist,tim23-1 inh
Cc1cc(Oc2ccccc2)nc(N2CCOCC2)n1,1,1,12,0,1.5,-3,3,12,34
COc1ccccc1OCCNC(=O)c1cccc(S(=O)(=O)NCc2ccccc2)c1,8,-4,10,0,-1.8,7,-13,17,3
C/C(=N\NC(=O)c1cc(-c2ccc(Br)s2)[nH]n1)c1ccncc1,13,-2,10,0,2.6,37,-14,-12,12
